Screening results (PubChem)
CIT2-GFP yeast: yeast TOR pathway CIT2-GFP modulation; S. cerevisiae CIT2-GFP strain, flow cytometry, 3 h; 100 means same as DMSO wells; GFP response vs DMSO, % at 10 µM; 320,000 tested, 0.065% active; AID 2029;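 active = GFP response relative to DMSO above a set limit, near the screen mean plus 3 SD, cut at about 150% in these data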;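 note: ratio of well median GFP fluorescence to mean of DMSO wells on the plate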
procasp7 counter: counter-screen for procaspase-3 activators: activators of human procaspase-7. P55210. recombinant procaspase-7, Ac-DEVD-pNA absorbance 405 nm; D23A/D198A/D206A triple mutant, cannot self-cleave; scale: DMSO 0, 5 µM enzyme 100. activation, % at 8.5 µM. 330,000 tested, 0.093% active. AID 463210;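 active = percent activation above the screen-wide mean plus 3 SD, cut at about 25% in these data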
Target sequence (P55210 whole entry D23A/D198A/D206A): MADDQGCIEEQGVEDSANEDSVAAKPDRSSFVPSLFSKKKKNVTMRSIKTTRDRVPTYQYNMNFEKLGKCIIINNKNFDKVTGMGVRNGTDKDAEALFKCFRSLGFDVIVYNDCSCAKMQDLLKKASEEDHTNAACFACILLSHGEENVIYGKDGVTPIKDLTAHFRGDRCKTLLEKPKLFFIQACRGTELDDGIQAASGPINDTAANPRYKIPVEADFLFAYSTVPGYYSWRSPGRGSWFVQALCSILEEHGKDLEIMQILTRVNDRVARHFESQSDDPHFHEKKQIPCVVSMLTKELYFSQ
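Assay system: Uncleavable procaspase-7 mutant enzyme; Input: 2 µM procaspase-7 mutant as dispensed; Also added: DEVD-pNA substrate; Medium: Zinc-free HEPES pH 7.4 with 300 mM NaCl, 0.01% Triton X-100; Timing: 1 h compound preincubation, 2 h substrate cleavage, 25 °C; Measured by: Epi-absorbance of released pNA at 405 nm, two timepoints.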
RPL19A-GFP yeast: yeast TOR pathway RPL19A-GFP modulation | S. cerevisiae RPL19A-GFP strain, flow cytometry, 3 h; hits give low values | percent response vs DMSO, % at 10 µM | 330,000 tested, 0.3% active | AID 2025;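 active = percent response vs DMSO below 50%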;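 note: median channel GFP fluorescence of the barcoded RPL19A-GFP strain; ratio of sample median GFP to plate DMSO average so 100% = DMSO; lower means less RPL19A-GFP as with rapamycin TOR inhibition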
proCasp3 act: procaspase-3 (human) activation. P42574. activation, % at 8.5 µM. 330,000 tested, 0.11% active. recombinant procaspase-3 D3A, Ac-DEVD-pNA absorbance 405 nm;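 active = activation above the mean of all tested compounds plus 3 SD, cut at about 21% in these data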;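 note: 0% = DMSO alone and 100% = DMSO wells spiked with extra 5 µM PC-3 D3A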
Target sequence (P42574 whole entry D9A/D28A/D175A): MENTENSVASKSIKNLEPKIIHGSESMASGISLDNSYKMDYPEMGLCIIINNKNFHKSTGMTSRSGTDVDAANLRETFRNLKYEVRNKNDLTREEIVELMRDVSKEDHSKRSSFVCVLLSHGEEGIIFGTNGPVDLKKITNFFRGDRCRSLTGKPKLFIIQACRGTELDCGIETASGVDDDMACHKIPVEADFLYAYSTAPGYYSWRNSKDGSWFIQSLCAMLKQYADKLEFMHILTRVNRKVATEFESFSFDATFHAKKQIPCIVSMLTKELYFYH
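Test system: Procaspase-3 D3A mutant, all three cleavage aspartates alanine | Dosing: Single dose, 8.5 µM nominal compound, 0.8% DMSO | Schedule: 1 h preincubation, 2 h reaction | Technique: 405 nm absorbance of p-nitroaniline, reads at 0 and 120 min | Repeats: One well per compound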
LAP4-GFP MLPCN: modulators of TOR pathway LAP4-GFP in S. cerevisiae | GFP response vs DMSO, % at 10 µM | S. cerevisiae LAP4-GFP multiplex, flow cytometry GFP, 3 h; median GFP as percent of DMSO wells | 320,000 tested, 0.34% active | AID 2023;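 active = GFP response vs DMSO above a set limit, about the screen mean plus 3 SD, cut at about 150% in these data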
AGP1 TOR yeast: alters AGP1-GFP fluorescence in TOR pathway yeast screen; AID 2066; GFP response vs DMSO, % at 10 µM; S. cerevisiae AGP1-GFP multiplex flow cytometry, 3 h; GFP as percent of DMSO wells; 320,000 tested, 0.02% active;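 active = GFP response relative to DMSO above a set limit, near screen average plus 3 SD, cut at about 150% in these data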;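 note: median GFP channel fluorescence of the gated AGP1 strain per well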
MEP2 TOR yeast: yeast TOR pathway MEP2-GFP modulation; GFP response vs DMSO, % at 10 µM; 330,000 tested, 0.51% active; S. cerevisiae MEP2-GFP strain, flow cytometry GFP, 3 h; 100% = DMSO control level;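 active = GFP response versus DMSO above a set limit, roughly screen mean plus 3 SD, cut at about 180% in these data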;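 note: median GFP fluorescence of the barcode-gated MEP2-GFP cells per well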
AHR activator: activates the human aryl hydrocarbon receptor; P35869; AHR-responsive luciferase reporter cells, luminescence; activation, % at 5 µM; 320,000 tested, 2.5% active; in the data active = activation above about 47%;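 note: 0% = vehicle wells and 100% = reference agonist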
Active calls of the source: *.

nr	smiles	CIT2-GFP yeast	procasp7 counter	RPL19A-GFP yeast	proCasp3 act
1	O=Cc1cn(CC(O)CN2CCCCC2)c2ccccc12 (stereo unspecified)	78	2	95	-2
2	CCOC(=O)c1[nH]c2ccc(OC)cc2c1NC(=S)N1CCN(c2ccccc2)CC1	100	-12	105	-13
3	COc1c2c(nc3occc13)C(CC=C(C)C)(OC)C(O)CC2 (stereo unspecified)	95	5	100	-1
4	Cc1ccc(NC(=O)c2cc(S(=O)(=O)N3CCCCC3)c[nH]2)cc1C	99	4	100	8
5	Cn1cccc1C(=O)c1ccc(Cl)cc1Cl	104	1	98	-3
6	COC(=O)COn1c(SCC(=O)OC)nc2ccccc2c1=O	94	3	99	-3
7	Cc1cccc(N(C)S(=O)(=O)c2ccc3c(c2)C(C)(C)C(=O)N3C)c1	117	-12	96	-5
8	CCOc1cc(C2NN=C(c3ccccc3)S2)ccc1OCc1ccccc1Cl (stereo unspecified)	87	-18	86	5
9	COc1ccc(OC)c(NC(=O)CSc2ncccn2)c1	101	6	98	-7
10	COc1ccc(C(=O)CSC#N)cc1OC	96	-24	107	-18
11	N#CCCn1cc(/C=N/NC(N)=S)c(-c2ccc(-c3ccccc3)cc2)n1	99	-3	103	-9
12	COc1cc2ccccc2cc1C(=O)Nc1ccncc1	107	15	100	2

nr	LAP4-GFP MLPCN	AGP1 TOR yeast	MEP2 TOR yeast	AHR activator
1	78	81	89	2
2	98	96	103	32
3	102	100	98	65*
4	104	103	98	17
5	97	99	109	1
6	99	99	99	10
7	99	98	90	4
8	85	87	83	23
9	98	106	107	-1
10	140	108	106	3
11	102	86	75	40
12	104	101	113	5

Further entries
nr	smiles	CIT2-GFP yeast	procasp7 counter	RPL19A-GFP yeast	proCasp3 act
13	O=[N+]([O-])c1ccc(Nc2ccc(F)cc2)nc1	86	-3	98	-7
14	COc1cc2c(cc1OC)CN(c1ccc(F)cc1[N+](=O)[O-])CC2	94	0	99	-5
15	COc1cccc(NC(=O)CN2C(=O)COc3ccc(S(=O)(=O)N4CCCCCC4)cc32)c1	101	15	90	10
16	Nc1ncc2c(n1)-c1ccoc1CC2	110	4	101	3
17	COc1ccc(NC(=O)CCc2nc3ccccc3s2)c(OC)c1	90	7	96	-4
18	N#Cc1ccc(CSc2ccc(S(=O)(=O)N3CCCC3)cn2)cc1	85	-8	90	8
19	O=C1NN(c2ccccc2)C(=O)/C1=C\c1ccccc1OCC(=O)N1CCOCC1	95	-4	101	-3
20	CC1CCN(C(=O)CCCOc2cc(=O)n(C)c3ccccc23)CC1	108	3	99	6
21	Nc1ccc(C(=O)c2ccccc2C(=O)O)cc1Cl	101	3	105	7
22	Nc1ccc2c(c1)N1CCN=C1S2	101	-19	101	5
23	O=C(COC(=O)/C=C/c1ccc2c(c1)OCO2)Nc1ccc(S(=O)(=O)N2CCCC2)cc1	101	6	98	10
24	O=C(NCc1cccc(Cl)c1)c1ccc2c(c1)OCCO2	93	5	108	-9

nr	LAP4-GFP MLPCN	AGP1 TOR yeast	MEP2 TOR yeast	AHR activator
13	103	90	97	-1
14	99	83	106	59*
15	91	96	99	2
16	101	105	105	4
17	97	94	99	6
18	93	92	93	-1
19	95	99	100	4
20	99	106	100	6
21	103	106	105	-1
22	95	96	104	1
23	92	102	99	0
24	85	89	104	2

(listing goes on)
nr	smiles	CIT2-GFP yeast	procasp7 counter	RPL19A-GFP yeast	proCasp3 act
25	CC(=O)c1ccc(NC(=O)COC(=O)Cn2cnc3ccccc32)cc1	109	-2	98	3
26	O=C(OCCOc1cccc(Cl)c1)c1cc(S(=O)(=O)N2CCOCC2)ccc1F	100	6	104	11
27	CC(C)Oc1ccc(C(=O)NC2CCCCC2)cc1	99	-3	100	-10
28	CS(=O)(=O)N1CCC(C(=O)Nc2ccc(C(F)(F)F)cc2)CC1	97	-1	93	-6
29	Clc1ccc(-c2nc(Cc3ccccc3)no2)cc1	97	13	97	4
30	COC(=O)c1ccccc1N/C=C/C(=O)c1ccc(Br)cc1	89	-11	103	-13
31	CCOc1ccccc1N(CC(=O)NCc1ccncc1)S(=O)(=O)c1ccccc1	92	-2	112	2
32	O=C(C[n+]1ccccc1)N/N=C/c1c(F)cccc1Cl	100	2	100	-4
33	Cc1ccccc1Nc1nnc(SCC(=O)NC(=O)Nc2ccc3c(c2)OCCO3)s1	94	-7	97	4
34	CCCCCN(C(=O)CCC(=O)OC(C)C(=O)NCc1ccccc1)c1c(N)n(CCCC)c(=O)[nH]c1=O (stereo unspecified)	101	3	98	-4
35	O=C(COc1cccc(Br)c1)N/N=C/C(=O)c1ccccc1	85	6	92	5
36	CCOCCOC(=O)Cn1cnc2scc(-c3ccc(C)cc3)c2c1=O	102	5	102	1

nr	LAP4-GFP MLPCN	AGP1 TOR yeast	MEP2 TOR yeast	AHR activator
25	102	98	100	1
26	113	104	102	-1
27	102	98	104	14
28	95	98	96	0
29	100	105	99	0
30	101	100	109	6
31	96	97	108	4
32	98	102	105	-1
33	98	97	102	10
34	102	107	99	-1
35	100	93	89	4
36	96	99	109	0

Next part.
nr	smiles	CIT2-GFP yeast	procasp7 counter	RPL19A-GFP yeast	proCasp3 act
37	Cc1cccc(/C=N/Nc2cc(N3CCOCC3)nc(N3CCOCC3)n2)c1	91	-2	98	-2
38	CC(NC(=O)c1ccc(N2CCNCC2)c([N+](=O)[O-])c1)C12CC3CC(CC(C3)C1)C2 (stereo unspecified)	101	0	97	-4
39	COc1ccc(OCCOC(=O)CNC(=O)c2ccc(Cl)cc2Cl)cc1	86	-12	108	-5
40	NC(=O)c1cccnc1Oc1ccc(Cl)cc1Cl	101	4	96	-2
41	O=C1c2ccccc2NC(c2ccccc2Br)N1CCCN1CCOCC1 (stereo unspecified)	107	2	107	8
42	CCN(CC)c1ccc(/C=N/N2CCOCC2)c(O)c1	86	-9	101	-5
43	COc1ccc(NC(=O)CCc2nnc3ccc(N4CCN(c5cccc(OC)c5)CC4)nn23)cc1	101	-6	100	3
44	C[C@H](CO)N1C[C@H](C)[C@@H](CN(C)C(=O)Nc2ccc(C(F)(F)F)cc2)Oc2c(NC(=O)Nc3ccc(C(F)(F)F)cc3)cccc2C1=O	105	9	100	-1
45	Cc1nc2nc(C)c(CCC(=O)O)c(C)n2n1	101	7	100	10
46	CC(=O)c1cc(NC(=O)c2ccc([N+](=O)[O-])cc2)c(=O)oc1C	94	-15	93	-8
47	CCc1ccccc1NC(=O)CCC(=O)OCC(=O)c1ccc(-c2ccccc2)cc1	107	-8	98	-1
48	N#CC(Cc1ccc(OC(F)F)cc1)c1nc2ccccc2[nH]1 (stereo unspecified)	101	5	103	7

nr	LAP4-GFP MLPCN	AGP1 TOR yeast	MEP2 TOR yeast	AHR activator
37	90	92	99	-1
38	105	105	99	0
39	133	103	107	2
40	109	102	97	0
41	103	102	100	4
42	95	96	104	1
43	100	107	100	7
44	110	104	101	2
45	95	102	103	-1
46	93	89	95	-2
47	89	95	106	1
48	101	102	103	8

(further entries)
nr	smiles	CIT2-GFP yeast	procasp7 counter	RPL19A-GFP yeast	proCasp3 act
49	Cc1ccc(/C=C2\SC(=S)N(CCC(=O)NNS(=O)(=O)c3ccccc3)C2=O)cc1	104	-12	99	-5
50	CCSc1ccc([C@@H]2[C@H]3C(=O)N(C)C(=O)[C@H]3[C@]3(C(=O)OC)CCCCN23)cc1OC	99	3	103	4
51	CN(C(=O)COC(=O)CN1C(=O)c2ccccc2C1=O)c1c(N)n(Cc2ccccc2)c(=O)[nH]c1=O	96	2	98	5
52	COc1ccc(CNC(=O)c2sccc2-c2ccccc2)cc1OC	100	-2	98	-3
53	C=CCSc1nnc(-c2cccc3ccccc23)o1	99	-5	106	0
54	CC(=O)Nc1ccc(NC(=O)CCC(=O)OCC(=O)c2ccc(F)cc2)cc1	113	3	106	2
55	O=C(CSc1ccc(Cl)cc1)Nc1ccc(N2CCN(C(=O)c3ccc(Cl)cc3)CC2)cc1	108	4	106	-3
56	CCOc1ccc(C(=O)N[C@H](C(=O)NNC(=O)c2cccs2)C(C)C)cc1	106	5	99	0
57	C=CCNC(C(=O)Nc1cccc(OC)c1)c1ccccc1 (stereo unspecified)	94	3	102	-2
58	CC1(C)Oc2ccc3ccc(=O)oc3c2-c2cn[nH]c21	81	8	96	-4
59	COc1ccc(CC2(CO)CCN(Cc3ccc(OC(F)(F)F)cc3)CC2)cc1	103	11	103	2
60	COc1ccc(NC(=S)N(CCCN2CCOCC2)Cc2ccccn2)cc1	101	5	100	-9

nr	LAP4-GFP MLPCN	AGP1 TOR yeast	MEP2 TOR yeast	AHR activator
49	100	104	99	-2
50	98	107	106	4
51	103	101	104	3
52	95	96	97	10
53	103	105	107	2
54	107	112	115	0
55	106	103	103	28
56	90	102	103	3
57	114	106	107	3
58	99	82	105	-6
59	110	102	100	-3
60	102	106	102	1

New compounds follow.
nr	smiles	CIT2-GFP yeast	procasp7 counter	RPL19A-GFP yeast	proCasp3 act
61	CN(C)c1nc(SCC(=O)Nc2ccc(Cl)c(Cl)c2)nc(N2CCOCC2)n1	98	8	95	5
62	CC(C)CN(C(=O)COC(=O)c1ccc(Br)o1)c1c(N)n(Cc2ccccc2)c(=O)[nH]c1=O	111	-6	106	12
63	O=C(Cc1ccc(Cl)cc1)Nc1ccc(NC(=O)c2cccs2)cc1	100	-9	108	-4
64	COc1cccc(OCCn2cc(C=O)c3ccccc32)c1	88	-11	98	5
65	O=C(CSc1ccc(Cl)cc1)NC(=O)c1ccccc1	91	4	104	4

nr	LAP4-GFP MLPCN	AGP1 TOR yeast	MEP2 TOR yeast	AHR activator
61	89	94	94	32
62	110	107	107	1
63	89	95	96	-6
64	85	84	105	-4
65	102	105	105	0

In the list so far, these contain fluorine.
nr	smiles	CIT2-GFP yeast	procasp7 counter	RPL19A-GFP yeast	proCasp3 act
13	O=[N+]([O-])c1ccc(Nc2ccc(F)cc2)nc1	86	-3	98	-7
14	COc1cc2c(cc1OC)CN(c1ccc(F)cc1[N+](=O)[O-])CC2	94	0	99	-5
26	O=C(OCCOc1cccc(Cl)c1)c1cc(S(=O)(=O)N2CCOCC2)ccc1F	100	6	104	11
28	CS(=O)(=O)N1CCC(C(=O)Nc2ccc(C(F)(F)F)cc2)CC1	97	-1	93	-6
32	O=C(C[n+]1ccccc1)N/N=C/c1c(F)cccc1Cl	100	2	100	-4
44	C[C@H](CO)N1C[C@H](C)[C@@H](CN(C)C(=O)Nc2ccc(C(F)(F)F)cc2)Oc2c(NC(=O)Nc3ccc(C(F)(F)F)cc3)cccc2C1=O	105	9	100	-1
48	N#CC(Cc1ccc(OC(F)F)cc1)c1nc2ccccc2[nH]1 (stereo unspecified)	101	5	103	7
54	CC(=O)Nc1ccc(NC(=O)CCC(=O)OCC(=O)c2ccc(F)cc2)cc1	113	3	106	2
59	COc1ccc(CC2(CO)CCN(Cc3ccc(OC(F)(F)F)cc3)CC2)cc1	103	11	103	2

nr	LAP4-GFP MLPCN	AGP1 TOR yeast	MEP2 TOR yeast	AHR activator
13	103	90	97	-1
14	99	83	106	59*
26	113	104	102	-1
28	95	98	96	0
32	98	102	105	-1
44	110	104	101	2
48	101	102	103	8
54	107	112	115	0
59	110	102	100	-3
